Screening data: PubChem, several laboratories
RmlCD inh 1536 = blocks M. tuberculosis RmlC and RmlD coupled enzymes. P9WH09+P9WH11. RmlC+RmlD coupled enzyme assay, percent inhibition; primary screen in compound mixtures. inhibition, % at 3.6 µM. 160,000 compounds, 0.03% hits. AID 1533; in the data active = inhibition mostly above about 34%, no sharp cut-off; note: some results filed as inactive read as strong as hits
Target sequence (P9WH09 whole entry, looked up): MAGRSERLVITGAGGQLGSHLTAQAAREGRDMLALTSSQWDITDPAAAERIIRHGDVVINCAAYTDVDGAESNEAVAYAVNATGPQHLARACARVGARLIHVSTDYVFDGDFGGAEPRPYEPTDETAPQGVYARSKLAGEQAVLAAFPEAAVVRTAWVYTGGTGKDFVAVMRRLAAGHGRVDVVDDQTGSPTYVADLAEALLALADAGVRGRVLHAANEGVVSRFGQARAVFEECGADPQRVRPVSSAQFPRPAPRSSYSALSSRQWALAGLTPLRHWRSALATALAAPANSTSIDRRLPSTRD
Target sequence (P9WH11 whole entry, looked up): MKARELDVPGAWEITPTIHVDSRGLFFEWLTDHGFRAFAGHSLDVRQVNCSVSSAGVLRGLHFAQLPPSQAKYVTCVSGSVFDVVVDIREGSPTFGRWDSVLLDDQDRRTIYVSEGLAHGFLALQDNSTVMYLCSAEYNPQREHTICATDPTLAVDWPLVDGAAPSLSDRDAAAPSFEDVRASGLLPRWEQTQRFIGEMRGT
GlmU inhibition = inhibition of mycobacterial GlmU enzyme – biochemical, glucosamine-1-phosphate acetyltransferase (AID 1376); M. tuberculosis GlmU acetyltransferase enzyme assay; higher % means a stronger effect; 220,000 compounds, 0.25% hits; inhibition, %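 (tested at 30 µM in the primary screen)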; hits with a dose series show IC50 in µM; in the data active = inhibition above about 13%;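 note: 0% = complete reaction with vehicle and 100% = reaction without substrate; strong numbers were not always called active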
* hit, by the source's call; x = no result given; & = joins results of further samples. An excerpt; the hit share may differ from the screen's.

SMILES | RmlCD inh 1536 | GlmU inhibition
O=C(NCCCCc1ccccc1)c1ccccc1 | -9 | 3.2%
Cc1ccc(SCC(=O)NCCSCc2ccccc2)cc1 | -23 | -1.4%
Cc1cc(C)c2c(-n3cccc3)nn(CC#N)c2n1 | -11 | -6.3%
CCC(C)(C)C1CCc2[nH]nc(C(=O)NN)c2C1 (stereo not given) | 15 | -2.7%
C=C1[C@@H](OC(C)=O)[C@]23C[C@@H]1[C@@H](OC(C)=O)CC2[C@]12C4C[C@H]3[C@H]1N(CC)C[C@]4(C)CC[C@@H]2O (stereo not given in full) | x | 0.3%
COc1ccc(OCCCN2CCCC(C)C2)cc1 (stereo not given) | 9 | -0.6%
COc1ccc(C2=CC3=C(Br)C(=O)C(C)(OC(=O)c4ccco4)C(=O)C3=CO2)cc1 (stereo not given) | -4 | 5.9%
COc1cccc(CN2CCN(C(=O)CC(C)C)CC2)c1 | x | -2.1%
CCOc1cc(C2C(C(=O)N3CCCCC3)=C(C)NC3=C2C(=O)CC(C)(C)C3)ccc1O (stereo not given) | -13 | 0.5%
Cc1cc(/C=C(\C#N)C(=O)Nc2ccc(Cl)cc2)c(C)n1-c1ccc(N2CCOCC2)c([N+](=O)[O-])c1 | -9 | 1.9%
CCOCCCNC(=O)CCS(=O)(=O)Cc1ccc(C)cc1 | -10 | 4.2%
CCCC(=O)c1ccc(N2CCN(S(=O)(=O)c3ccc(C)cc3)CC2)c(F)c1 | x | 0.1%
Cc1ccccc1CN1C[C@@H]2C[C@@H](c3cnc(N4CCOCC4)s3)N3CCC[C@@]23C1=O | 8 | -8.0%
COc1ccc(N(C(=O)Cn2nnc3ccccc32)C(C(=O)NC(C)(C)C)c2ccc(OC)c(O)c2)cc1 (stereo not given) | 5 | -5.0%
O=C(c1ccccc1F)N1CCN(c2ccc([N+](=O)[O-])c(N3CCOCC3)c2)CC1 | 17 | 1.9%
Cc1cc(C)nc(-n2nc(C)cc2NC(=O)CNCc2ccccc2)n1 | 4 | 0.6%
Cc1cc(OCCCCN2C(=O)NC(C)(C)C2=O)ccc1[N+](=O)[O-] | -9 | 3.2%
CC(=O)/C(=N\Nc1ccc(C)cc1)N1CCOCC1 | -1 | 1.8%
COc1ccc2nc3ccccc3nc2c1NC(=O)c1ccccc1Cl | x | 0.4%
Cc1cc(C(=O)COC(=O)c2ccncc2)c(C)n1Cc1ccco1 | 7 | 7.6%
CCC1(C)N([O-])C(C)=C(c2ccccc2)[N+]1=O (stereo not given) | 8 | 1.2%
O=C(O)c1ccc(Nc2ncnc3scc(-c4ccccc4)c23)cc1 | -6 | 2.1%
Cc1ccc(-n2cc(S(=O)(=O)c3ccc(C)cc3)[nH]c2=O)cc1 | 5 | -0.4%
CC(C)(O)C#Cc1ccc(CN2CCCC(CO)(Cc3cccc(Cl)c3)C2)cc1 (stereo not given) | 11 | -5.4%
CCOC(=O)C(=O)c1csc(NC(=O)COc2ccc(N(C)S(=O)(=O)c3ccc(F)cc3)cc2)n1 | 7 | -1.6%
Cc1cc(NC(=O)CSc2ccc(Cl)cc2)no1 | 1 | 4.2%
CCOC(=O)c1cc(=O)cc(C(=O)OCC)o1 | x | -0.3%
Cc1cccc(NC(=O)c2cnc3sccn3c2=O)c1 | x | -1.8%
CCn1cc(Br)c(C(=O)Nc2nccs2)n1 | -6 | -2.1%
CC(=O)Oc1cccc(N2C(=O)c3ccc(C(=O)Nc4c[nH]c(=O)[nH]c4=O)cc3C2=O)c1 | -11 | 6.2%
CC(C)C(NC(=O)c1ccc(C(C)(C)C)cc1)C(=O)NCC(c1ccccc1)N(C)C (stereo not given) | -4 | -6.0%
O=[N+]([O-])c1ccc(CSc2ncnc3ccccc23)cc1 | -6 | -3.3%
COC(=O)c1ccc(CSc2nccn2C)cc1 | 0 | 1.0%
N#C/C(=C\c1cc(Cl)cc(Cl)c1O)C(=O)NC1CCCCC1 | x | -0.1%
COc1ccccc1/C=C/C(=O)Oc1cccc2cccnc12 | x | 2.4%
CCOC(=O)N1CCN(Cc2ccccc2Cl)CC1 | 4 | -2.4%
CCC(=O)Nc1cccc(-c2nnc(-c3cccc(NC(=O)CC)c3)o2)c1 | x | 4.0%
O=C(OCC(=O)N1CCN(c2ccccc2)CC1)c1ccco1 | x | 6.9%
COc1cc(NC(=S)NCc2cccnc2)c(OC)cc1Cl | -15 | -4.0%
Fc1ccc(-c2csc3ncnc(Cl)c23)cc1 | 68 | 0.4%
COCCN(C(=O)Cc1cccs1)C(C(=O)NC1CCCC1)c1cc(OC)c(OC)c(OC)c1 (stereo not given) | -13 | 4.1%
CC(C)(C)c1ccc(Cn2ccc(-c3ccc4c(c3)OCO4)n2)cc1 | 14 | 3.7%
Cc1ccc(SCc2c(C#N)c3ccccc3n2C)cc1 | x | -4.6%
CCN1CCN(CCNC(=O)CCCCCn2c(=O)[nH]c3cc(C(=O)OC)ccc3c2=O)CC1 | x | 1.1%
CN(Cc1nc(-c2ccncc2)no1)S(=O)(=O)c1ccccc1 | 5 | 9.4%
Oc1ccccc1/C=N/NC(=S)NC1CC2C=CC1C2 (stereo not given) | 55 | -2.8%
O=P(COc1ccccc1)(c1ccccc1)c1ccccc1 | -13 | -0.5%
CSc1ccc(S(=O)(=O)Nc2cccc(F)c2)cc1 | 20 | -5.0%
O=C(O)C1CCC(=O)N1C1c2ccccc2Oc2ccccc21 (stereo not given) | -4 | -1.2%
Cn1cnnc1SCC(=O)Nc1cc(S(=O)(=O)N2CCCCC2)ccc1Cl | 0 | 0.4%
Cc1ccsc1/C=N\NC(=O)c1n[nH]c2c1CCC2 | 109 | 1.4%
Cc1cc(C)n(-c2nc3ccccc3n3c(C)nnc23)n1 | 5 | -2.1%
COc1ccc(N2C(=O)C(OC(C)=O)C2c2ccc(C)cc2)cc1 (stereo not given) | x | 3.5%
O=C(CSc1nccn1-c1ccc(F)cc1)NCc1ccc2c(c1)OCO2 | x | -1.0%
Cc1cc(Nc2cccc(Cl)c2)nc(N2CCOCC2)n1 | 7 | 6.1%
COc1ccc(-c2noc(-c3ccoc3C)n2)cc1OC | 4 | -9.0%
OCCC1CN(Cc2ccc3nsnc3c2)CCN1C1CCCC1 (stereo not given) | -10 | 2.9%
CC(=O)Nc1ccc(S(=O)(=O)NCc2ccc(C(=O)NCc3ccc4c(c3)OCO4)cc2)cc1 | 8 | 1.2%
CSCc1nc2sc(C(=O)Nc3nc(C)cs3)c(C)c2c(=O)[nH]1 | 2 | 1.1%
N/C(=N\O)c1cccc(CS(=O)(=O)c2ccccn2)c1 | -2 | -3.5%
New compounds follow
SMILES | RmlCD inh 1536 | GlmU inhibition
Cc1ccc(-c2nc3ccccc3s2)cc1NC(=O)c1cc(-n2cnnc2)ccc1Cl | x | 3.2%
Cc1cc(Nc2ccccc2)n2nc(C)c(-c3ccccc3)c2n1 | -4 | 6.1%
CC(C)N(C(=O)CSc1nnc(-c2ccc3c(c2)OCO3)n1C)C(C)C | 7 | -2.1%
Cc1ccc(S(=O)(=O)CCN2CCC(n3cccc3)CC2)cc1 | -25 | 0.9%
COCC(=O)n1nc(-c2ccccc2)nc1NCc1cccs1 | -7 | -0.1%
Cc1ccc(-c2noc(-c3ccoc3C)n2)cc1 | -7 | -0.5%
O=C(Nc1ccccc1F)c1ccn[nH]1 | -11 | 2.4%
COc1ccc(Cl)cc1-c1nc(SCC(=O)NC2CC2)n[nH]1 | 8 | -4.3%
COc1cccc(N2C(=O)CC(NNC(=O)c3cccs3)C2=O)c1 (stereo not given) | -9 | 6.7%
O=C(NCc1ccccc1)c1ccc(C2SCC(=O)N2Cc2ccccc2)cc1 (stereo not given) | x | 1.4%
CCC/C=C(\CCC)C(NC(=O)OCC(C)C)c1ccc(C(=O)OC)cc1 (stereo not given) | x | 2.4%
Cn1cccc1C(=O)NC(=O)COC(=O)c1ccccc1O | -2 | -5.5%
Cc1cc(N2C(=O)C(=O)/C(=C(/O)c3ccc(F)cc3)C2c2ccc(Cl)cc2)no1 (stereo not given) | 11 | -1.9%
Cc1nnc(NC(=O)c2ccc(-c3cccc(C(F)(F)F)c3)o2)s1 | x | -1.9%
O=C(Nc1ccccc1)N1CCC(C(=O)N(Cc2ccco2)Cc2cccs2)CC1 | 5 | 1.6%
Cc1nc(SCC(=O)N2CC(C)OC(C)C2)nc(C)c1C (stereo not given) | -1 | -6.4%
Cc1ccc2nsnc2c1S(=O)(=O)N1CCN(CCc2ccccc2)CC1 | 6 | -1.7%
Cc1cnc(C(=O)OCC(=O)NC(C)C)cn1 | 4 | 0.3%
CCOc1ccc(C2/C(=C(\O)c3c(C)[nH]c(C(=O)OC)c3C)C(=O)C(=O)N2CCN(C)C)cc1 (stereo not given) | -3 | -7.5%
COc1ccc(NC(=O)c2sc3cc(C(F)(F)F)cnc3c2-c2cccs2)cc1 | -4 | -1.7%
CCOC(=O)c1c(C)n(C)c2ccc(OCC(O)CN(CC)CC)cc12 (stereo not given) | -12 | -3.8%
O=C(CCn1c(=O)oc2ccccc21)N1CCC2(CC1)OCCO2 | x | 6.3%
COc1ccc(C(=O)C[n+]2cc(-c3ccc(OC)cc3)n3c2CCCC3)cc1 | 0 | -2.9%&5.7%
CCN(CC)c1ncc(C)c(=O)[nH]1 | -4 | 3.1%
O=C(CCN1C(=O)/C(=C\c2ccccc2)SC1=S)NNC(=O)c1cccnc1 | 9 | -1.7%
COc1ccc(NC(=O)Nc2c(C)n(C)n(-c3ccccc3)c2=O)cc1 | -10 | 3.2%
CCCCCCCCCCCNC(=O)c1ccoc1C | x | 1.3%
CCOC(=O)c1[nH]c(C)c(C(=O)N(C)C)c1C | x | -3.4%
O=C1C=C(NCC2CCCO2)C2(CCCCC2)O1 (stereo not given) | x | 6.2%
CC1=C(C(=O)OCCc2ccccc2)C(c2ccsc2)NC(=O)N1C (stereo not given) | -12 | -4.2%
COC(=O)c1c(C)cc(C)n2c1nc1ccccc12 | 33 | 6.6%
Cc1ccc(C(=O)C2OC(=O)C(C)(C)C(=O)C2(C)C)cc1 (stereo not given) | x | 1.2%
CCOc1ccc(NC(=S)N(CCOC)C(C)c2cccnc2)cc1 (stereo not given) | x | -2.4%
CCOc1ccccc1/C=C/C(=O)c1ccc(Cl)cc1 | -9 | 2.7%
Cc1[nH]nc(N=Cc2c(O)n(C)c(=O)n(C)c2=O)c1-c1ccccc1 | x | 0.5%
CCOC(=O)C1=NOC(CNC(=O)c2ccccc2Cl)C1 (stereo not given) | 0 | 0.0%
Cc1ccc(NS(=O)(=O)c2cc(C(N)=O)ccc2C)cc1 | 3 | 1.5%
Cc1nc2ccccc2nc1NS(=O)(=O)c1ccc(N)cc1 | 0 | 0.8%
CCOC(=O)C1(CC2CCCCO2)CCN(Cc2c(C)cc(C)cc2-n2cccn2)CC1 (stereo not given) | -6 | 2.7%
COc1cc(C(=O)NCC(=O)OCC(=O)Nc2ncc(Cl)cc2Cl)cc(OC)c1OC | 6 | 2.6%
Cc1ccc(OCC(=O)O/N=C(\N)c2ccccn2)cc1 | 21 | -7.4%
CCOC(=O)c1sc(NC(=O)C(C)(C)C)cc1C | -7 | 1.3%
CSc1nnc(-c2ccc(S(=O)(=O)N3CCOCC3)cc2)n1CC1CCCO1 (stereo not given) | 0 | 3.2%
CN(C)C(/C=C/Nc1cccc(Br)c1)=C(C#N)C#N | 3 | -6.7%
O=C1Nc2ccccc2Sc2ccccc21 | 9 | -5.1%

Another view of part of the listing above.
Order of results – RmlCD inh 1536, GlmU inhibition
Cc1cc(C)c2c(-n3cccc3)nn(CC#N)c2n1
    -11, -6.3%
CCC(C)(C)C1CCc2[nH]nc(C(=O)NN)c2C1 (stereo not given)
    15, -2.7%
C=C1[C@@H](OC(C)=O)[C@]23C[C@@H]1[C@@H](OC(C)=O)CC2[C@]12C4C[C@H]3[C@H]1N(CC)C[C@]4(C)CC[C@@H]2O (stereo not given in full)
    x, 0.3%
COc1ccc(OCCCN2CCCC(C)C2)cc1 (stereo not given)
    9, -0.6%
COc1ccc(C2=CC3=C(Br)C(=O)C(C)(OC(=O)c4ccco4)C(=O)C3=CO2)cc1 (stereo not given)
    -4, 5.9%
COc1cccc(CN2CCN(C(=O)CC(C)C)CC2)c1
    x, -2.1%
CCOc1cc(C2C(C(=O)N3CCCCC3)=C(C)NC3=C2C(=O)CC(C)(C)C3)ccc1O (stereo not given)
    -13, 0.5%
Cc1cc(/C=C(\C#N)C(=O)Nc2ccc(Cl)cc2)c(C)n1-c1ccc(N2CCOCC2)c([N+](=O)[O-])c1
    -9, 1.9%
CCOCCCNC(=O)CCS(=O)(=O)Cc1ccc(C)cc1
    -10, 4.2%
CCCC(=O)c1ccc(N2CCN(S(=O)(=O)c3ccc(C)cc3)CC2)c(F)c1
    x, 0.1%
Cc1ccccc1CN1C[C@@H]2C[C@@H](c3cnc(N4CCOCC4)s3)N3CCC[C@@]23C1=O
    8, -8.0%
COc1ccc(N(C(=O)Cn2nnc3ccccc32)C(C(=O)NC(C)(C)C)c2ccc(OC)c(O)c2)cc1 (stereo not given)
    5, -5.0%
O=C(c1ccccc1F)N1CCN(c2ccc([N+](=O)[O-])c(N3CCOCC3)c2)CC1
    17, 1.9%
Cc1cc(C)nc(-n2nc(C)cc2NC(=O)CNCc2ccccc2)n1
    4, 0.6%

Going on with the list.
SMILES | RmlCD inh 1536 | GlmU inhibition
O=C(NNC(=O)c1sc2cccc(Cl)c2c1Cl)NC1CCCCC1 | -3 | -0.6%
CCOC(=O)c1c(C)n(C)c2ccc(OCC(O)CNC(CC)CO)cc12 (stereo not given) | x | -2.4%
CC(C)c1ccc(OCC(=O)Nc2cccc(C(=O)Nc3ccccc3C(=O)O)c2)cc1 | -11 | 6.7%
COc1ccc(OC)c(N(CC(=O)N2CCC(C)CC2)S(=O)(=O)c2ccc(OC)c(OC)c2)c1 | 7 | -0.8%
CN1CCN(C(=O)C2=C[C@H](c3ccc(C(F)(F)F)cc3)C[C@H](OCc3ccc(CO)cc3)O2)CC1 | x | 2.4%
CSc1nnc(-c2ccco2)c(-c2ccco2)n1 | -6 | 9.2%
COc1c2c(c(C)c3c1C(=O)OC3)O[C@@]1(C)CC[C@@]3(O)C(C)(C)OC(=O)CC[C@]3(C)[C@H]1C2 | x | -3.3%
